# T cruzi HTS: intracellular Trypanosoma cruzi inhibition | intracellular Trypanosoma cruzi in host cells, plate reader | activity score (inhibition), % at 5.01 µM | 4.9% of 22,000 active | AID 651903; in the data active = activity score above about 55%;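 note: parasites and compound incubated about four days before reading; 0% = median of neutral control wells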
# INS-1E ATP HTS: preserves ATP levels in cytokine-treated INS-1E cells; INS-1E cytokine-induced death, ATP luminescence, 48 h; normalised: neutral wells 0, positive control 100; protection from cytokine-induced ATP loss, % at 10 µM; 0.1% of 20,000 active;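 active = mean replicate protection from cytokine-induced ATP loss at least 50% and at least 75% of replicates each reaching 50%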
#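 assay system = INS-1E rat insulinoma cells | amount = 8000 cells per well | medium = phenol-red-free RPMI with 5% fetal bovine serum | doses = one compound concentration, pin transfer | timing = 48 h cytokine plus compound treatment, 10 min reagent incubation | also added = IL-1β, TNF-α and IFN-γ cytokine mix | signal = CellTiter-Glo luminescence measuring cellular ATP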
# Starred values were filed as active, the others as inactive; nt = not tested or not shown. Rows were taken by chance; 4.8% or so of the library scored in one or more.
SMILES,T cruzi HTS,INS-1E ATP HTS
C[C@H]1CN([C@@H](C)CO)C(=O)CCCn2nncc2CO[C@H]1CN(C)Cc1ccncc1,-11,nt
C[C@@H]1CCCCO[C@H](CN(C)C(=O)CCCN(C)C)[C@@H](C)CN([C@H](C)CO)C(=O)c2cc(NC(=O)CCCN(C)C)ccc2O1,-1,3
C[C@H]1CN([C@@H](C)CO)C(=O)Cc2cc(NC(=O)NC3CCCCC3)ccc2O[C@@H]1CN(C)Cc1ccccc1,9,5
C[C@H](CO)N1C[C@H](C)[C@@H](CN(C)CC2CC2)Oc2c(NC(=O)Nc3ccc4c(c3)OCO4)cccc2C1=O,58*,-5
COc1ccc(NC(=O)N(C)C[C@H]2Oc3ccc(NC(=O)Nc4ccc(C(F)(F)F)cc4)cc3C(=O)N([C@H](C)CO)C[C@H]2C)cc1,2,6
COc1ccc(NC(=O)N(C)C[C@@H]2Oc3c(NC(=O)CCCCCC(=O)Nc4ccccc4N)cccc3C(=O)N([C@@H](C)CO)C[C@@H]2C)cc1,-11,9
C[C@@H]1CN([C@H](C)CO)C(=O)c2cccc(NC(=O)Nc3ccccc3)c2O[C@@H]1CN(C)CC1CCCCC1,31,-15
Cc1ccc(S(=O)(=O)Nc2cccc3c2O[C@H](CN(C)C(=O)Nc2c(C)noc2C)[C@H](C)CN([C@H](C)CO)C3=O)cc1,-28,7
COc1ccc(S(=O)(=O)N(C)C[C@@H]2Oc3ccc(NS(=O)(=O)c4cn(C)cn4)cc3CC(=O)N([C@@H](C)CO)C[C@@H]2C)cc1,-13,-5
C[C@@H]1CN([C@H](C)CO)C(=O)Cc2cc(NC(=O)C3CC3)ccc2O[C@@H]1CN(C)S(=O)(=O)c1cccs1,-1,12
COc1ccc(S(=O)(=O)Nc2cccc3c2O[C@@H](CN(C)Cc2ccc(C(=O)Nc4ccccc4N)cc2)[C@H](C)CN([C@H](C)CO)C3=O)cc1,43,0
C[C@H]1CN([C@@H](C)CO)C(=O)CCCn2nncc2CO[C@H]1CN(C)Cc1ccc(C(F)(F)F)cc1,10,nt
C[C@@H]1CN([C@@H](C)CO)C(=O)Cc2cc(NS(=O)(=O)c3ccc(Cl)cc3)ccc2O[C@@H]1CN(C)Cc1ccc(Cl)c(Cl)c1,61*,-17
C[C@@H]1CN([C@H](C)CO)C(=O)c2cccc(NS(=O)(=O)c3cccs3)c2O[C@H]1CN(C)C(=O)Nc1ccc(F)cc1,-13,2
C[C@H](CO)N1C[C@H](C)[C@H](CN(C)Cc2ccc(Oc3ccccc3)cc2)Oc2ccc(NC(=O)c3ccncc3)cc2CC1=O,27,5
C[C@@H]1CN([C@@H](C)CO)C(=O)Cc2cc(N(C)C)ccc2O[C@@H]1CN(C)S(C)(=O)=O,-11,6
C[C@@H]1CN([C@@H](C)CO)C(=O)c2cccc(NS(C)(=O)=O)c2O[C@@H]1CN(C)Cc1ccc(C(=O)Nc2ccccc2N)cc1,28,35
C[C@@H]1CN([C@H](C)CO)C(=O)CCCn2cc(nn2)CO[C@H]1CN(C)Cc1cccc(O)c1,-5,nt
COc1ccc(S(=O)(=O)N(C)C[C@H]2Oc3c(NS(=O)(=O)c4cn(C)cn4)cccc3C(=O)N([C@H](C)CO)C[C@@H]2C)cc1,17,10
C[C@@H]1CN([C@H](C)CO)C(=O)c2cc(NC(=O)Nc3ccc4c(c3)OCO4)ccc2O[C@H]1CN(C)C(=O)Nc1ccc(F)cc1,-10,4
CC(C)NC(=O)N(C)C[C@@H]1Oc2ccc(NC(=O)Nc3ccc(C(F)(F)F)cc3)cc2C(=O)N([C@@H](C)CO)C[C@H]1C,3,-3
COC(=O)CCCCCCC(=O)N/N=C/c1ccc(OC)cc1O,-19,18
CC(C)NC(=O)Nc1ccc2c(c1)C(=O)N([C@H](C)CO)C[C@@H](C)[C@H](CN(C)S(=O)(=O)c1ccccc1)O2,-4,-7
O=C(NO)c1ccc(C(=O)N/N=C/c2cccnc2Cl)cc1,7,8
C[C@H]1CN([C@@H](C)CO)C(=O)c2cc(NC(=O)Cc3ccccc3)ccc2O[C@@H]1CN(C)S(=O)(=O)c1ccc(Cl)cc1,24,-2

# Some of these compounds in order of molecular weight, largest number first.
SMILES,T cruzi HTS,INS-1E ATP HTS
C[C@H]1CN([C@@H](C)CO)C(=O)c2cc(NC(=O)Cc3ccccc3)ccc2O[C@@H]1CN(C)S(=O)(=O)c1ccc(Cl)cc1,24,-2
C[C@H](CO)N1C[C@H](C)[C@@H](CN(C)CC2CC2)Oc2c(NC(=O)Nc3ccc4c(c3)OCO4)cccc2C1=O,58*,-5
C[C@H]1CN([C@@H](C)CO)C(=O)CCCn2nncc2CO[C@H]1CN(C)Cc1ccc(C(F)(F)F)cc1,10,nt

# In the list so far, these have two or more sulfur atoms.
SMILES,T cruzi HTS,INS-1E ATP HTS
COc1ccc(S(=O)(=O)N(C)C[C@@H]2Oc3ccc(NS(=O)(=O)c4cn(C)cn4)cc3CC(=O)N([C@@H](C)CO)C[C@@H]2C)cc1,-13,-5
C[C@@H]1CN([C@H](C)CO)C(=O)Cc2cc(NC(=O)C3CC3)ccc2O[C@@H]1CN(C)S(=O)(=O)c1cccs1,-1,12
C[C@@H]1CN([C@H](C)CO)C(=O)c2cccc(NS(=O)(=O)c3cccs3)c2O[C@H]1CN(C)C(=O)Nc1ccc(F)cc1,-13,2
COc1ccc(S(=O)(=O)N(C)C[C@H]2Oc3c(NS(=O)(=O)c4cn(C)cn4)cccc3C(=O)N([C@H](C)CO)C[C@@H]2C)cc1,17,10

# Further records:
SMILES,T cruzi HTS,INS-1E ATP HTS
Cc1noc(C)c1NC(=O)Nc1ccc2c(c1)C(=O)N([C@@H](C)CO)C[C@@H](C)[C@@H](CN(C)S(=O)(=O)c1ccc(F)cc1)O2,-4,nt
COc1ccc(NC(=O)N(C)C[C@H]2OCCCC[C@@H](C)Oc3ccc(NC(=O)Nc4ccc(C(F)(F)F)cc4)cc3C(=O)N([C@H](C)CO)C[C@@H]2C)cc1,57*,-19
C[C@@H]1CN([C@@H](C)CO)C(=O)c2cccc(N(C)C)c2O[C@H]1CN(C)Cc1ccc(C(=O)Nc2ccccc2N)cc1,5,-1
Cc1noc(C)c1NC(=O)Nc1ccc2c(c1)C(=O)N([C@H](C)CO)C[C@H](C)[C@H](CN(C)S(=O)(=O)c1cn(C)cn1)O2,-4,8
C[C@H]1CN([C@@H](C)CO)C(=O)CCCn2nncc2CO[C@H]1CN(C)Cc1cccnc1,3,nt
C[C@H]1CN([C@@H](C)CO)C(=O)c2cc(NC(=O)CCCCCC(=O)Nc3ccccc3N)ccc2O[C@H]1CN(C)Cc1ccc(-c2ccccc2)cc1,3,36
COc1ccc(S(=O)(=O)Nc2cccc3c2O[C@H](CN(C)C(=O)Nc2ccccc2)[C@H](C)CN([C@H](C)CO)C3=O)cc1,6,9
C[C@H](CO)N1C[C@H](C)[C@H](CN(C)C(=O)Nc2ccc3c(c2)OCO3)Oc2ccc(NC(=O)C3CC3)cc2C1=O,-14,5
C[C@@H]1CN([C@@H](C)CO)C(=O)c2cccc(NC(=O)c3ccc(-c4nccs4)cc3)c2O[C@H]1CN(C)C,10,0
C[C@@H]1CCCCO[C@@H](CN(C)C)[C@@H](C)CN([C@H](C)CO)C(=O)c2cc(NC(=O)Nc3ccc(F)cc3)ccc2O1,-4,9
C[C@H](CO)N1C[C@H](C)[C@H](CN(C)C(=O)NC2CCCCC2)Oc2ccc(NC(=O)Nc3ccccc3)cc2CC1=O,-5,-3
C[C@H]1CN([C@@H](C)CO)C(=O)c2cccc(NS(C)(=O)=O)c2O[C@H]1CN(C)CC1CCCCC1,-23,1
C[C@@H]1CN([C@@H](C)CO)C(=O)c2cc(NS(C)(=O)=O)ccc2O[C@H]1CN(C)C(=O)Nc1cccc2ccccc12,11,0
C[C@H](CO)N1C[C@H](C)[C@H](CN(C)Cc2ccc(Cl)c(Cl)c2)Oc2c(NS(=O)(=O)c3cn(C)cn3)cccc2C1=O,-29,-4
C[C@H]1CN([C@@H](C)CO)C(=O)Cc2cc(NC(=O)C3CCCCC3)ccc2O[C@H]1CN(C)Cc1ccc(C(=O)O)cc1,-46,25
Cc1noc(C)c1S(=O)(=O)Nc1ccc2c(c1)C(=O)N([C@H](C)CO)C[C@@H](C)[C@@H](CN(C)C(=O)Nc1ccc3c(c1)OCO3)O2,-2,3
C[C@H]1CN([C@@H](C)CO)C(=O)c2cccc(NC(=O)C3CC3)c2O[C@H]1CN(C)Cc1ccc(C(F)(F)F)cc1,15,-13
O=C(CCCCC(=O)N/N=C/c1nccs1)NO,4,2
COc1ccc(S(=O)(=O)N(C)C[C@H]2Oc3c(NC(=O)Nc4ccc(F)cc4)cccc3C(=O)N([C@@H](C)CO)C[C@@H]2C)cc1,8,-5
COc1ccc(CN(C)C[C@@H]2Oc3c(NC(=O)NC4CCCCC4)cccc3C(=O)N([C@@H](C)CO)C[C@@H]2C)cc1,-15,-16
C[C@@H]1CN([C@@H](C)CO)C(=O)c2cccc(NS(=O)(=O)c3ccc(Cl)cc3)c2O[C@@H]1CN(C)S(=O)(=O)c1ccc(Cl)cc1,4,-3
COc1ccc(-c2cnc3c(c2)C(=O)N([C@H](C)CO)C[C@H](C)[C@H](CN(C)S(=O)(=O)c2ccc(C#N)cc2)O3)cc1,21,nt
CC(C)NC(=O)Nc1ccc2c(c1)CC(=O)N([C@H](C)CO)C[C@H](C)[C@H](CN(C)C(=O)Nc1ccc(F)cc1)O2,-6,5
CC(C)NC(=O)N(C)C[C@@H]1Oc2ccc(NC(=O)Cc3cn(C)c4ccccc34)cc2CC(=O)N([C@H](C)CO)C[C@@H]1C,-5,-11
COc1ccc(NC(=O)N(C)C[C@H]2Oc3c(NC(=O)c4nc5ccccc5s4)cccc3C(=O)N([C@@H](C)CO)C[C@@H]2C)cc1,-14,-2
# Following part
SMILES,T cruzi HTS,INS-1E ATP HTS
COc1cc(/C=N/NC(=O)c2ccccc2O)c([N+](=O)[O-])cc1OC,0,-68
C[C@@H]1CN([C@@H](C)CO)C(=O)c2cc(NC(=O)Nc3ccc4c(c3)OCO4)ccc2O[C@H]1CN(C)S(C)(=O)=O,0,7
COc1ccc(S(=O)(=O)N(C)C[C@H]2Oc3ccc(NC(=O)Cn4cnnn4)cc3CC(=O)N([C@@H](C)CO)C[C@H]2C)cc1,-17,2
COc1ccc(NC(=O)N(C)C[C@@H]2Oc3ccc(NS(=O)(=O)c4c(C)noc4C)cc3C(=O)N([C@H](C)CO)C[C@H]2C)cc1,0,nt
C[C@@H]1CN([C@H](C)CO)C(=O)c2cccc(NS(C)(=O)=O)c2O[C@H]1CN(C)Cc1ccncc1,-28,3
C[C@H](CO)N1C[C@H](C)[C@@H](CN(C)Cc2ccccc2)Oc2ccc(NS(=O)(=O)c3ccc(Cl)cc3)cc2C1=O,27,-5
C[C@@H]1CCCCO[C@H](CN(C)Cc2ccncc2)[C@@H](C)CN([C@H](C)CO)C(=O)c2cc(NC(=O)C3CCCCC3)ccc2O1,-1,4
C[C@@H]1CN([C@H](C)CO)C(=O)c2cc(N(C)C)ccc2O[C@H]1CN(C)CC1CCCCC1,-9,-8
C[C@@H]1CN([C@H](C)CO)C(=O)c2cc(NC(=O)Nc3cccc4ccccc34)ccc2O[C@H]1CN(C)C,6,nt
C[C@H](CO)N1C[C@H](C)[C@@H](CN(C)CC2CCCCC2)Oc2ccc(NC(=O)c3ccncc3)cc2C1=O,-9,-1
COc1ccc(CN(C)C[C@@H]2Oc3ccc(NC(=O)Nc4ccc5c(c4)OCO5)cc3CC(=O)N([C@@H](C)CO)C[C@@H]2C)cc1,21,5
C[C@H]1CN([C@@H](C)CO)C(=O)c2cccc(NC(=O)Nc3ccc4c(c3)OCO4)c2O[C@@H]1CN(C)S(=O)(=O)c1ccc(Cl)cc1,8,-9
Cc1noc(C)c1NC(=O)N(C)C[C@H]1Oc2ccc(NC(=O)C3CCCCC3)cc2C(=O)N([C@@H](C)CO)C[C@H]1C,-29,16
CNC[C@H]1Oc2c(cccc2N(C)C)C(=O)N([C@H](C)CO)C[C@H]1C,-36,12
C[C@@H]1CN([C@H](C)CO)C(=O)c2cc(NC(=O)Cn3cnnn3)ccc2O[C@H]1CN(C)S(=O)(=O)c1ccccc1,3,nt
C[C@@H]1CN([C@H](C)CO)C(=O)c2cc(NC(=O)NC3CCCCC3)ccc2O[C@@H]1CN(C)C(=O)Nc1cccc2ccccc12,3,5
C[C@@H]1CN([C@H](C)CO)C(=O)c2cc(NS(C)(=O)=O)ccc2O[C@@H]1CN(C)C(=O)Nc1ccccc1,4,3
C[C@H](CO)N1C[C@H](C)[C@H](CN(C)Cc2ccc(Cl)c(Cl)c2)Oc2c(NC(=O)Nc3ccc(C(F)(F)F)cc3)cccc2C1=O,63*,-43
C[C@H](CO)N1C[C@H](C)[C@H](CN(C)C)Oc2ccc(NC(=O)Nc3ccc(C(F)(F)F)cc3)cc2C1=O,2,nt
C[C@@H]1CN([C@@H](C)CO)C(=O)c2cccc(NS(C)(=O)=O)c2O[C@H]1CN(C)Cc1ccccc1,-26,5
Cc1ccc(S(=O)(=O)Nc2ccc3c(c2)CC(=O)N([C@@H](C)CO)C[C@@H](C)[C@@H](CN(C)Cc2ccc(Oc4ccccc4)cc2)O3)cc1,70*,-19
C[C@H]1CN([C@@H](C)CO)C(=O)c2cc(NC(=O)CCCCCC(=O)Nc3ccccc3N)ccc2O[C@H]1CN(C)S(=O)(=O)c1ccc(Cl)cc1,13,-3
